mIAP block: mouse IAP inhibition; hit rate 0.2% among 330,000; purified mouse IAP, CDP-Star luminescence, 30 min; inhibition, % at 10 µM;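 active = inhibition of at least 40% at 10 µM in the primary screen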;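 note: plate controls were DMSO with enzyme for no effect and no enzyme wells for full effect; values of inactives mirror those of a sister screen read the other way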
ATG4B inhibitor: inhibitors of human ATG4B cysteine protease. Q9Y4P1. hit rate 0.51% among 340,000. ATG4B cleavage of LC3-PLA2, NBD-HPC fluorescence, 1 h. inhibition, % at 8.33 µM; in the data active = inhibition above about 40%
hIAP activ: increases human intestinal alkaline phosphatase activity | activation factor at 10 µM | purified human IAP, CDP-Star luminescence, 30 min; hits give high values; 1 = vehicle-only enzyme, 0 = enzyme-free background | hit rate 0.16% among 330,000;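 active = activation factor of the enzyme at least 2-fold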; note: the source names both 10 and 20 µM as test concentration; values of inactives mirror those of a sister screen read the other way
Target sequence (P09923 whole entry, looked up): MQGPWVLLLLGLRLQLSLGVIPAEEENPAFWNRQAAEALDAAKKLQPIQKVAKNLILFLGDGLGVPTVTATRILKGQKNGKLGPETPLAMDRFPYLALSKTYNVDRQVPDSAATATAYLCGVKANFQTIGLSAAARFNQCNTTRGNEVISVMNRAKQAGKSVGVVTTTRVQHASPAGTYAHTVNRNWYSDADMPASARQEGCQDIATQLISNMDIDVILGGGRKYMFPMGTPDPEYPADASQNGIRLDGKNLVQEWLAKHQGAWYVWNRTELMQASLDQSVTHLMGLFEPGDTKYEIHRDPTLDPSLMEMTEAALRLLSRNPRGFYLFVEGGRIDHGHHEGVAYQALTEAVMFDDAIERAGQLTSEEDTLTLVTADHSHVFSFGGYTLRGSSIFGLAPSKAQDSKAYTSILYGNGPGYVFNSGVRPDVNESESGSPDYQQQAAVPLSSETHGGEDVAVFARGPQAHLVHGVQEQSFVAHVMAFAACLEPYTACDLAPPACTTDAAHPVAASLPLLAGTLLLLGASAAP
hIAP inh: blocks human intestinal alkaline phosphatase; AID 2544; hit rate 0.12% among 330,000; P09923; purified IAP, CDP-Star luminescence, 30 min; inhibition, % at 10 µM;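 active = inhibition reaching a set limit with compound at 10 µM in the primary screen, cut at about 35% in these data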;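 note: plate controls were DMSO wells with enzyme for no effect and no-enzyme buffer wells for full effect; values of inactives mirror those of a sister screen read the other way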
APOBEC3G inh: blocks human APOBEC3G single-stranded DNA deamination. Q9HC16. recombinant A3G, ssDNA deamination FAM/TAMRA fluorescence. inhibition, % at 20 µM. hit rate 0.28% among 330,000;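 active = inhibition of at least 40% at 20 µM, with no more than 30% in the related APOBEC3A deaminase screen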;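 note: plate controls were DMSO wells with A3G for no effect and wells lacking A3G enzyme for full effect; some compounds called inactive have numbers as strong as hits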
Target sequence (Q9HC16 whole entry, looked up): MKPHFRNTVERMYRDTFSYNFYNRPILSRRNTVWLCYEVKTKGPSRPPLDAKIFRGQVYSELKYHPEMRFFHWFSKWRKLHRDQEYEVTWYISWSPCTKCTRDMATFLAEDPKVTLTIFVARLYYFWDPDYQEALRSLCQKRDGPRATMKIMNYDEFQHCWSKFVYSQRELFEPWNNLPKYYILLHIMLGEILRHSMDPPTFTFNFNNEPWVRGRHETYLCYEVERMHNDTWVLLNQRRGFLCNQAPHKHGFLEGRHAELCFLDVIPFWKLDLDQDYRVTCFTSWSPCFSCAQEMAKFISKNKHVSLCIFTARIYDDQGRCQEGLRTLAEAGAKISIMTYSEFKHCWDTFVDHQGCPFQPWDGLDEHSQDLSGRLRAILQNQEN
APOBEC3A inh: blocks human APOBEC3A ssDNA deamination; P31941; recombinant A3A, FAM/TAMRA ssDNA deamination fluorescence; inhibition, % at 20 µM; hit rate 0.41% among 330,000;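 active = at least 40% inhibition at 20 µM here, with at most 30% in a related deaminase screen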;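 note: plate controls were A3A with DMSO for no effect and wells lacking A3A enzyme for full effect; some results filed as inactive read as strong as hits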
Target sequence (P31941 whole entry, looked up): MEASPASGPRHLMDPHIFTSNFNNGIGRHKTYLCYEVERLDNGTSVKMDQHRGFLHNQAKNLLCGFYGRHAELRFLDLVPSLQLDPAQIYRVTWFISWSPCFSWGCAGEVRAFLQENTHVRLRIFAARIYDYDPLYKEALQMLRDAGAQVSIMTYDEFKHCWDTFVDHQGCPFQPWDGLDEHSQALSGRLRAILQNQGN
MIN6 prolif: MIN6 beta-cell proliferation induction | MIN6 cells proliferation, ATPlite luminescence, 48 h; cells starved in 0.2% serum; 100% = growth in 10% serum | proliferation, % at 10 µM | hit rate 0.29% among 330,000 | AID 2380;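 active = compounds whose signal lies at least 3.5 SD above the mean of all wells on their plate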;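 note: 0% = DMSO-treated cells in low-serum medium and 100% = 10% serum control; some compounds called inactive have numbers as strong as hits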
mIAP activ: mouse IAP activation. activation factor at 10 µM. hit rate 0.24% among 330,000. muIAP, CDP-Star luminescence, 30 min; hits give high values; 1 = vehicle-only enzyme signal, 0 = enzyme-free wells. AID 2805;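 active = activation factor of at least 2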; note: the source names both 10 and 20 µM as test concentration; values of inactives mirror those of a sister screen read the other way
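System: mouse IAP enzyme. Reagent: CDP-Star chemiluminescent phosphatase substrate. Benchmarks: DMSO wells, no-enzyme wells. Times: 30 min enzyme-substrate-compound incubation at room temperature. Detection: luminescence from enzymatic CDP-Star hydrolysis. Doses: test compounds delivered from DMSO solution.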
MPTP inh: inhibitors of mitochondrial permeability transition pore; isolated mouse mitochondria, Ca2+ swelling absorbance, 30 min; hit rate 1.4% among 360,000; inhibition, % at 10 µM; AID 602449;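 active = inhibition of 50% or more, scaled per plate between neutral and stimulator controls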;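 note: 0% = DMSO wells given calcium and 100% = 1 mM EGTA wells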
* = called active by the depositor; . = not tested or not shown.

compound,mIAP block,ATG4B inhibitor,hIAP activ,hIAP inh,APOBEC3G inh,APOBEC3A inh,MIN6 prolif,mIAP activ,MPTP inh
CCC(C(=O)N1CC2(C)CC1CC(C)(C)C2)N1C(=O)c2ccccc2C1=O (configuration not stated),4.2,-8.5,1.04,-3.9,0.5,1.3,-2.1,0.958,-0.6
C=CC[n+]1c(-c2ccc(C)cc2)csc1Nc1c(C)n(C)n(-c2ccccc2)c1=O,3.2,-4.4,1.09,-9.2,-4.4,-0.6,-0.2,0.968,0.6
COc1ccc(N(CC(=O)NCc2ccc(Cl)cc2)S(=O)(=O)c2c(C)noc2C)cc1,-22.4,12.3,1.1,-10.2,7.0,2.5,-3.5,1.22,4.2
NC(=O)c1ccsc1NC(=O)COC(=O)c1ccccc1NCc1ccco1,-9.6,-10.2,1.02,-2.0,-5.6,-0.3,-2.4,1.1,-0.9
N#Cc1nc(COc2ccccc2Cl)oc1NCc1ccco1,-4.7,-4.0,0.956,4.4,-1.6,-0.9,0.0,1.05,2.1
CC1=C(C(=O)N(C)C)C(c2ccccc2OC(F)F)NC(=O)N1 (configuration not stated),-1.7,-3.3,0.961,3.9,-5.3,1.9,-1.3,1.02,-1.3
COc1ccccc1CNC(=O)C1CCN(S(=O)(=O)c2ccc3nc4c(c(C(=O)O)c3c2)CCCC4)CC1,2.1,9.8,1.16,-16.1,-4.7,-1.9,2.8,0.979,-0.7
COc1ccc(C(=O)/C=C2/C(=O)Nc3ccccc32)cc1OC,13.2,0.3,0.889,11.1,-5.8,-0.9,-5.1,0.868,-0.2
Cc1nn(Cc2ccc(C(=O)NC(C)(C)C)o2)c(C)c1Br,-2.1,1.8,0.992,0.8,-4.8,1.7,-3.6,1.02,-1.6
C=CCc1ccc(OCCOc2cccc3cccnc23)c(OC)c1,5.4,1.2,0.897,10.3,-0.1,1.3,-1.5,0.946,0.7
CC(=O)Nc1ccc(NC(=O)CSc2ncc(C(=O)Nc3ccc(Cl)cc3)c(=O)n2C)cc1,15.0,-4.5,1.15,-15.3,-8.3,-1.7,2.0,0.85,-1.7
CCn1c(SCC(=O)Nc2cccc(F)c2)nnc1-c1cc2cc(Br)ccc2o1,-17.5,-7.0,0.948,5.2,18.1,49.5*,-2.1,1.18,1.0
Cn1nccc1C(=O)N1CCc2ccccc21,-10.0,-7.8,0.976,2.4,-6.9,-3.3,-1.6,1.1,0.5
COc1cc2c(cc1OC)CN(CC(=O)NC(=O)NC1CCCCC1)CC2,3.9,-1.8,1.08,-8.2,-6.5,2.0,2.3,0.961,-0.8
O=C(Cn1nc(-c2ccccc2)ccc1=O)Nc1ccc(N2CCN(C(=O)c3cccs3)CC2)cc1,8.2,-15.2,0.877,12.3,3.4,2.0,-1.7,0.918,-1.3

An excerpt from above in order of their number in hIAP inh, rising:
| molecule | mIAP block | ATG4B inhibitor | hIAP activ | hIAP inh | APOBEC3G inh | APOBEC3A inh | mIAP activ | MPTP inh |
| --- | --- | --- | --- | --- | --- | --- | --- | --- |
| NC(=O)c1ccsc1NC(=O)COC(=O)c1ccccc1NCc1ccco1 | -9.6 | -10.2 | 1.02 | -2.0 | -5.6 | -0.3 | 1.1 | -0.9 |
| CCn1c(SCC(=O)Nc2cccc(F)c2)nnc1-c1cc2cc(Br)ccc2o1 | -17.5 | -7.0 | 0.948 | 5.2 | 18.1 | 49.5* | 1.18 | 1.0 |
| C=CCc1ccc(OCCOc2cccc3cccnc23)c(OC)c1 | 5.4 | 1.2 | 0.897 | 10.3 | -0.1 | 1.3 | 0.946 | 0.7 |

Some of the entries so far, with values under each structure.
Values in the order: mIAP block | ATG4B inhibitor | hIAP activ | hIAP inh | APOBEC3G inh | APOBEC3A inh | MIN6 prolif | mIAP activ | MPTP inh
N#Cc1nc(COc2ccccc2Cl)oc1NCc1ccco1
  -4.7 | -4.0 | 0.956 | 4.4 | -1.6 | -0.9 | 0.0 | 1.05 | 2.1
C=CC[n+]1c(-c2ccc(C)cc2)csc1Nc1c(C)n(C)n(-c2ccccc2)c1=O
  3.2 | -4.4 | 1.09 | -9.2 | -4.4 | -0.6 | -0.2 | 0.968 | 0.6

Next part
compound,mIAP block,ATG4B inhibitor,hIAP activ,hIAP inh,APOBEC3G inh,APOBEC3A inh,MIN6 prolif,mIAP activ,MPTP inh
COc1ccc(-c2[nH]ncc2CN2CCC(c3ccncc3)CC2)cc1F,-6.7,0.2,1.11,-11.4,-3.3,-4.6,-3.5,1.07,-0.1
CN(C)c1nc(-c2ccccc2)c2cc(Cl)ccc2n1,-24.8,0.3,1.37,-37.1,-7.9,-4.7,0.1,1.25,0.1
O=C(CCNC(=O)c1ccco1)NCCc1c[nH]c2ccccc12,1.7,-12.4,0.895,10.5,-4.5,-0.6,0.5,0.983,0.2
COc1ccc(-n2c(=O)c3ccccc3c3ccccc3c2=O)c(OC)c1,-12.6,-11.9,1,-0.1,0.4,4.1,0.5,1.13,1.2
N=c1c2ccccc2nnn1-c1cccc(C(F)(F)F)c1,3.9,0.2,0.922,7.8,-6.2,-1.6,-0.6,0.961,-1.2
Cn1cnnc1SCC(=O)c1ccc2c(c1)OCCO2,-2.6,8.4,0.994,0.6,1.6,2.9,-1.7,1.03,-1.0
Cc1ccc(-c2cccc(CN3CCN(C(C)C)C(CCO)C3)c2)o1 (configuration not stated),4.0,-4.7,0.928,7.2,-8.5,-2.6,1.0,0.96,2.3
CCC(=O)N1CCN(c2ccccc2NC(=O)COc2cccc(C)c2C)CC1,-5.4,1.5,0.964,3.6,-9.6,-4.6,5.3,1.05,-0.4
CCOC(=O)N1CCN(C(=O)c2cn(C)c3ccc(S(=O)(=O)N(CC)CC)cc3c2=O)CC1,5.9,-7.0,1.04,-3.9,-6.1,-2.2,5.0,0.941,0.1
O=C(NCc1cccnc1)c1ccc([N+](=O)[O-])o1,0.5,-4.3,1.08,-7.7,-4.8,-5.0,-1.4,0.995,-0.7
Cc1cccc(C(=O)NC2CCN(C(=O)Nc3ccccc3C)CC2)c1,-7.2,0.7,1.1,-10.2,-17.2,-4.8,-0.2,1.07,0.3
Cc1ccc(S(=O)(=O)N[C@@H](CC(C)C)C(=O)N2CCC(C(=O)N[C@@H](Cc3ccccc3)C(=O)O)CC2)cc1,10.5,-29.8,1.08,-8.4,-2.8,-1.1,-3.1,0.895,-0.2
CC(C)[C@H](NC(=O)[C@H]1N2C(=O)c3ccccc3C2SC1(C)C)C(=O)NCc1ccco1 (some centres not stated),-5.3,-6.3,1.1,-10.2,3.5,4.3,-2.1,1.05,-1.3
Cc1cc(C)cc(NC(=O)Oc2ccccc2N2CCCCC2)c1,-37.5,10.7,0.955,4.5,-7.8,-0.5,-2.9,1.38,6.3
OCCCNc1nc(-c2ccc(Br)cc2)nnc1-c1ccc(Cl)cc1,1.9,-18.8,1.21,-21.0,-7.6,-5.7,-0.6,0.981,4.6

The listing continues.
compound,mIAP block,ATG4B inhibitor,hIAP activ,hIAP inh,APOBEC3G inh,APOBEC3A inh,MIN6 prolif,mIAP activ,MPTP inh
O=C1C2C(c3ccccc3)CC=CC2[C@H](c2cccc([N+](=O)[O-])c2)N1Cc1ccccc1 (some centres not stated),9.9,-10.7,0.985,1.5,-9.6,-1.5,-8.0,0.901,0.9
CC1CCCCC12NC(=O)N(CC(=O)N1CCN(S(=O)(=O)/C=C/c3ccccc3)CC1)C2=O (configuration not stated),-9.0,-0.7,0.978,2.2,-3.7,9.8,-0.1,1.09,-1.2
CC1CN(S(=O)(=O)c2cccc(C(=O)NCCCn3ccnc3)c2)CC(C)O1 (configuration not stated),-2.3,-10.8,0.921,7.9,-1.2,-1.7,0.0,1.02,2.2
COc1cccc(-c2nn(-c3ccccc3)cc2C(=O)Nc2nccs2)c1,11.1,-8.1,0.985,1.5,1.8,2.1,-2.7,0.889,0.5
COc1ccc(S(=O)(=O)N(CC(=O)NCc2ccncc2)Cc2ccccc2)cc1,0.4,-4.8,0.906,9.4,-6.5,-0.6,-0.9,0.996,0.4
NC(=O)c1ccc(NC(=O)COC(=O)c2cc3ccccc3cc2O)cc1,1.3,1.2,0.923,7.7,-5.6,-0.3,-2.5,0.987,0.6
O=C(O)CN1C(=O)c2ccc(Oc3ccc([N+](=O)[O-])cc3)cc2C1=O,3.9,-8.3,1.16,-15.8,-2.1,-4.9,1.8,0.961,-0.9
CC(NS(=O)(=O)c1ccc(Br)cc1)C(=O)NCc1ccco1 (configuration not stated),0.9,-0.4,1.06,-5.9,-9.1,-0.3,-2.1,0.991,-0.6
Cc1ccc2c(cnn2C(=O)CCC(=O)N2CCCCC2)c1,-9.9,-15.2,1.04,-4.0,-8.5,-0.3,-3.8,1.1,-0.5
CC1CCCN(C(=O)c2cccc(S(=O)(=O)N3CCCC3)c2)C1 (configuration not stated),-9.0,7.4,1.03,-3.3,0.1,-2.3,-1.9,1.09,-2.9
COc1cc(S(=O)(=O)NCc2ccccc2Cl)ccc1-n1cnnn1,-7.6,6.2,1.04,-3.8,4.3,2.9,-0.9,1.08,-0.3
COc1ccc(/C=N/n2cnc3scc(-c4cccs4)c3c2=O)cc1OC,-0.2,0.6,0.931,6.9,-4.2,-4.9,2.0,1,-1.3
CC(Sc1ccc(Cl)cc1)C(=O)NNC(=O)c1ccncc1 (configuration not stated),13.4,-3.1,1.07,-6.6,-1.1,-0.3,5.3,0.866,0.4
CC(OC(=O)c1ccc2ncsc2c1)C(=O)N1CCCC1 (configuration not stated),-3.8,.,1.04,-4.0,-6.2,-5.1,-2.5,1.04,.
O=C(Nc1ccc(S(=O)(=O)N2CCCC2)cc1)C1COc2ccccc2O1 (configuration not stated),-12.5,-7.8,0.896,10.4,-0.5,5.5,1.6,1.12,-1.1

The results go on:
compound,mIAP block,ATG4B inhibitor,hIAP activ,hIAP inh,APOBEC3G inh,APOBEC3A inh,MIN6 prolif,mIAP activ,MPTP inh
CCO/C([O-])=N/c1sn[n+](C)c1C,-0.7,-1.0,1.15,-15.4,-10.4,-4.2,-0.8,1.01,-1.5
COc1cc(CCC(=O)OCC(=O)Nc2ccc(F)c(F)c2F)cc(OC)c1OC,-8.1,-1.8,1.07,-6.7,-0.9,-1.1,0.5,1.08,-0.8
Cc1ccc([C@H]2C(C(=O)O)=CC[C@@H](c3ccc4c(c3)OCO4)N2S(=O)(=O)c2ccc(C)cc2)cc1,16.3,-2.1,0.985,1.5,-1.6,-1.2,-2.9,0.837,0.7
COC(=O)CCP(=O)(O)Cc1ccccc1CP(=O)(O)CCC(=O)OC,6.0,5.2,1.09,-8.9,-5.3,-5.0,1.3,0.94,-0.3
CCOc1ccc(CCNC(=O)COC(=O)CSc2ccc(C)cc2)cc1OCC,11.4,-6.0,1,-0.1,-8.7,-4.3,0.4,0.886,-0.5
CC(=O)Nc1cccc(NC(=O)c2cc(-c3ccccn3)nc3ccc(Cl)cc23)c1,5.7,-4.6,0.95,5.0,-4.5,0.3,-5.3,0.943,0.0
Cc1ccc(S(=O)(=O)N2CCOC2CNC(=O)C(=O)NCc2ccccn2)cc1 (configuration not stated),2.0,2.1,1.21,-21.0,0.0,-0.8,1.3,0.98,0.6
CCc1ccc(NC(=O)CNC(=O)c2nn(-c3ccc(OC)cc3)c(=O)c3ccccc23)cc1,7.0,10.0,0.824,17.6,-10.7,-3.6,-2.3,0.93,0.3
CCC(C(=O)N1CCCC1)n1nc(C)c2c(C)n(-c3ccccc3)nc2c1=O (configuration not stated),0.3,0.6,1.22,-22.2,0.4,-2.4,-5.1,0.997,-1.2
O=c1oc2cc(S(=O)(=O)NCCCO)ccc2c2ccc(S(=O)(=O)NCCCO)cc12,-3.4,-7.2,1.06,-5.7,-4.3,-3.2,-1.6,1.03,1.2
COc1ccc(-c2cccc(C(=O)Nc3ccc(C)cc3)c2)cc1,-3.6,-15.8,1.15,-15.1,1.9,1.8,0.9,1.04,1.0
